FLuc modulator = counter-screen for miR-21 project: firefly luciferase inhibitors or activators; P08659; purified FLuc, Km substrates, luminescence inhibition; Potency, µM (doses to about 57.5 µM), without a hit: at the highest dose activity change, negative = inhibition, actives largely listed as inhibitors; hit rate 6.9% among 360,000; AID 588342;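 note: plate controls were vehicle for no effect and reference inhibitor for full effect; nearly all actives have a fitted effect of over 55% in size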
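Purified P. pyralis luciferase, 10 nM final, with Km-level 10 uM D-luciferin and 10 uM ATP in 50 mM Tris acetate pH 7.5, 10 mM Mg acetate, 0.01% Tween-20, 0.05% BSA; 6-point qHTS titration about 60 µM downward; luminescence read.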
MBNL1 CUG block = MBNL1-poly(CUG) RNA binding inhibition | TR-FRET MBNL1-His/biotin-(CUG)12 binding, 665/545 ratio | Potency, µM (doses to about 57.5 µM), inactives show at the highest dose activity change, negative = inhibition, actives largely listed as inhibitors | hit rate 0.036% among 280,000 | AID 2675; active = well fitted inhibition curve with a large enough effect in the signal ratio, with a control signal flat, not every such curve was filed as active; inconclusive = small, poorly fitted or top-dose-only effect, or effect the other way, or a change in a side signal; inactive = no such curve, though single readings can be large or run the other way; the % refers to the signal ratio; note: % is set by controls: 0 for no effect and ±100 for the full control effect
Target sequence (Q9NR56 whole entry, looked up): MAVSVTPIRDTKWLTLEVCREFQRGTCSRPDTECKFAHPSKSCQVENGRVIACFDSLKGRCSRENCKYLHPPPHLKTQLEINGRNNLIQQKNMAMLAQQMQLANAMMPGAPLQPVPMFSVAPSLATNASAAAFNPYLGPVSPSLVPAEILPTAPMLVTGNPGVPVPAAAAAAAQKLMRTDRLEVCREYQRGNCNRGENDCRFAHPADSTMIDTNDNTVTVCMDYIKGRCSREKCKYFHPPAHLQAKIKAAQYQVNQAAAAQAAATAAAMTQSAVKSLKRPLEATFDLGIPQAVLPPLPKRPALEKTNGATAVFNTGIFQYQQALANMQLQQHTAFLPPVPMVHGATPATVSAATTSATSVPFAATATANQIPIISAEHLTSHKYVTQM
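TR-FRET readout: Ex 340 nm, 665/545 nm emission ratio, normalized to buffer-only (basal) and MBNL1-(CUG)12 controls. Complex of MBNL1-His with Biotin-(CUG)12, compounds 92 nM–58 uM, incubated 60 min at room temperature.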
p53 reactivation = re-activators of mutant p53. Potency, µM (highest dose often 92.2 µM), for inactives: top-dose activity change, positive = activation, usual class: activators. H1299 p53-A138V BP100-luciferase reporter, luminescence, 24 h. hit rate 0.063% among 320,000; note: % of control where 0% means no effect; nearly all actives have a fitted effect of over 45% in size
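H1299 (p53-null), stable ts p53-A138V + BP100-Luc; 1000 cells/well, Opti-MEM/10% FBS; cpd 4 pt, 1:5; 24 h, 37 deg C, 5% CO2; detection reagent 10 min RT; luminescence.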
VP16 counter = inhibits Gal4-VP16 luciferase reporter, ROR gamma counter-screen. hit rate 3.5% among 310,000. Potency, µM (top dose mostly 53.6 µM), for inactives: at the top dose activity, negative = inhibition, hits mostly inhibitors. Drosophila S2 Gal4-VP16 UAS-luciferase, luminescence, 20 h;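 note: Gal4-VP16 expression switched on by copper sulfate through the metallothionein promoter; % is set by controls: 0 for no effect and ±100 for the full control effect; nearly all actives have a fitted effect of over 50% in size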
uPA surface inh = inhibitors of cell surface uPA generation; hit rate 0.31% among 330,000; Potency, µM (titrated, usually from 38.3 µM), inactives show at the highest dose activity change, negative = inhibition, most hits filed as inhibitors; cell surface uPA generation assay, qHTS; AID 540303; active = well fitted inhibition curve with a large enough effect; inconclusive = small, poorly fitted or top-dose-only effect; inactive = no such curve, though single readings can be large or run the other way; tested in mouse RAW 264.7 cells; note: % is set by controls: 0 for no effect and ±100 for the full control effect; nearly all actives have a fitted effect of over 55% in size
BRCA1 expr up = increases BRCA1 expression; MCF7-BRCA1-FFLuc reporter, luminescence, 48 h; response scale: scaled: vehicle 0%, 10 µM genistein 100%; hit rate 1.1% among 380,000; Potency, µM (highest dose often 46.1 µM), for inactives: at the highest dose activation, most hits filed as activators; note: nearly all actives have a fitted effect of over 80% in size; some results filed as inactive show a strong effect at the top dose
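Activators of BRCA1 expression were detected as increased firefly luciferase luminescence in engineered MCF7 cells after 48 h compound incubation. Signals were scaled to genistein 10 microM as full activation.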
ELG1 genotox = genotoxicity induction in ELG1-luciferase HEK293T cells; HEK293T ELG1-luciferase reporter, luminescence, 16 h; Potency, µM (highest dose often 46 µM), inactives show top-dose activity change, positive = activation, most hits filed as activators; hit rate 1.3% among 330,000; AID 504466; note: % of control where 0% means no effect; nearly all actives have a fitted effect of over 60% in size
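DMSO vehicle served as control against compound-treated ELG1-luciferase HEK293T cells; exposure lasted 16 hr at 37 °C and 5% CO2, followed by ONE-Glo luminescence detection after 30 min.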
NPC1 promoter act = NPC1 promoter activation; Potency, µM (doses to about 9.22 µM), without a hit: top-dose activation, most hits filed as activators; AID 485313; Huh7 NPC1 promoter luciferase reporter, 24 h; hit rate 2.4% among 320,000;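 note: % of control where 0% means no effect; nearly all actives have a fitted effect of over 60% in size; reporter is driven by a mutant NPC1 promoter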
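Compounds in DMSO were transferred onto Huh7 NPC1-luciferase reporter cells pre-incubated 2 h; after 24 h at 37 °C, Amplite reagent was dispensed and luminescence recorded 10 min later.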
RORg inh = inhibitors of mouse ROR gamma transcriptional activity; P51450; Drosophila S2 Gal4-RORgamma UAS-luciferase reporter, 20 h; Potency, µM (doses to about 53.6 µM), for the others: at the highest dose activity change, negative = inhibition, actives largely listed as inhibitors; hit rate 5.4% among 310,000; AID 2551; note: % is set by controls: 0 for no effect and ±100 for the full control effect; nearly all actives have a fitted effect of over 60% in size
Target sequence (P51450 whole entry, looked up, the tested form may be a part): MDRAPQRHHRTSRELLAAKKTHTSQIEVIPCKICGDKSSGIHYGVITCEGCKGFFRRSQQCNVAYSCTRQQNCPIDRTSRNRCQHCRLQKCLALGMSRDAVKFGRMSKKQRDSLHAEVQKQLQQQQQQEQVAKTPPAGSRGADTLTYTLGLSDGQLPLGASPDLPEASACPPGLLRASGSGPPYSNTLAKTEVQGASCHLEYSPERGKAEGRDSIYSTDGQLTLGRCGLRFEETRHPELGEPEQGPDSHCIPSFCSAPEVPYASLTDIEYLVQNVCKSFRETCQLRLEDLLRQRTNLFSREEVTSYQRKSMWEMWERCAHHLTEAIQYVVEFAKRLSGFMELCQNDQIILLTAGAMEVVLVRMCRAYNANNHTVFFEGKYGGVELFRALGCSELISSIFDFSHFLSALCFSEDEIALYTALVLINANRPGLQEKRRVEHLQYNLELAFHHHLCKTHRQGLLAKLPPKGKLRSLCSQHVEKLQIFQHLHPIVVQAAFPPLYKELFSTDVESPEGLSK
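Luminescence from a UAS-regulated Photinus luciferase reporter in stably transfected Drosophila Schneider cells is measured; decreased signal marks ROR gamma inhibition. Fusion expression is induced by 700 uM copper sulfate for 20 hr.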
Rab9 promoter act = activates the Rab9 promoter; AID 485297; hit rate 2.8% among 320,000; Huh7 Rab9 promoter-luciferase reporter, luminescence, 24 h; Potency, µM (titrated, usually from 9.22 µM), for inactives: top-dose activation, negative = inhibition, most hits filed as activators; note: % of control where 0% means no effect; nearly all actives have a fitted effect of over 60% in size
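Luminescence read-out: Huh7 cells stably expressing Rab9-luciferase, treated 24 h with compound at 37 °C, then lysed with luciferase reagent for 10 min at ambient before reading.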
* = called active by the depositor; ? = inconclusive; nt = not tested or not shown; [ ] = another dose, or the depositor's remark. Unless noted, calls come from the whole dose curve; as a rule, active = well fitted curve in the direction sought with a large enough effect; inconclusive = small, poorly fitted or top-dose-only effect, or another doubt; inactive = no such curve, though single readings can be large; an effect the other way counts as inactive or inconclusive. Potency is the fitted concentration of half-maximal effect.

SMILES	FLuc modulator	MBNL1 CUG block	p53 reactivation	VP16 counter	uPA surface inh	BRCA1 expr up	ELG1 genotox	NPC1 promoter act	RORg inh	Rab9 promoter act
CC12CCC(C(=O)Nc3ccccc3Cl)(C(Br)C1=O)C2(C)C (stereo not given)	2%	-6%	-7%	-12%	-5%	11%	0%	1%	7%	-7%
COc1ccc(-c2nn3c(-c4ccco4)nnc3s2)cc1OC	?	5%	-3%	-12%	-9%	10%	3%	-2%	-43%	-10%
CCOC(=O)C(NC(C)=O)C(=O)O (stereo not given)	1%	8%	-1%	-8%	1%	0%	1%	2%	4%	-1%
O=C(CNC(=O)c1cccs1)NCC(=O)OCc1ccc(Cl)cc1Cl	?	-5%	3%	-5%	12%	3%	0%	3%	-1%	2%
O=C(CCNC(=O)c1ccc(Br)cc1)NCC1CCCO1 (stereo not given)	1%	nt	3%	nt	0%	0%	-1%	-1%	nt	-4%
COCCNc1ncnc2c1nc1n2CCCC1	-2%	-3%	7%	2%	5%	0%	0%	2%	-7%	-18%
COc1ccc(F)cc1C(=O)C1CCCN(C(=O)C2=C(C)OCCO2)C1 (stereo not given)	2%	7%	1%	-2%	-5%	6%	-3%	0%	?	-1%
COc1ccc(CNC(=O)c2cc(=O)c3ccc(C)c(C)c3o2)cc1	-2%	4%	-8%	-3%	-2%	-23%	0%	0%	-9%	-1%
CCc1nn(CC(=O)NCCN2CCOCC2)c(=O)c2cc3c(OC)cccc3n12	-1%	3%	0%	-5%	11%	-28%	1%	-3%	-29%	-1%
CCOc1ccc(NC(=O)CN(C)C(=O)CSCc2ccc(C)cc2)cc1OCC	0%	nt	-3%	nt	3%	-7%	-15%	3%	nt	-1%
[O-][N+]1=c2ccc(Nc3ccccc3)cc2=NC12CCCCC2	?	?	-34%[inhibitor]	13µM*	-10%	-95%	-1%	-8%	10µM*	-1%
CC(C(=O)NCCCn1ccnc1)(c1ccccc1)c1ccccc1	1%	3%	nt	-2%	-5%	-5%	-10%	-2%	-28%	-4%
CCOc1ccc(CCNC(=O)COC(=O)c2cccs2)cc1OCC	1%	-10%	14%	-7%	4%	5%	7%	-3%	1%	-1%
C=C1CCC[C@]2(C)C[C@H]3OC(=O)C(CNCC(OC)OC)[C@H]3CC12 (stereo not given in full)	0%	-4%	-1%	-15%	-11%	-36%	-6%	2%	3%	-4%
O=C(N/N=C\c1ccc(OC(=O)c2cccs2)cc1)c1ccc(Cl)cc1	1%	nt	10%	-15%	1%	9%	12%	6%	-5%	6%
Cc1ccc(NC(=O)CN2C(=O)NC(C)(C3CC3)C2=O)c([N+](=O)[O-])c1 (stereo not given)	0%	nt	8%	nt	17%	8%	-2%	0%	nt	-5%
COc1ccc2cc(C(C)C(=O)NC3CCC(O)CC3)ccc2c1 (stereo not given)	1%	-4%	-2%	1%	1%	-16%	-4%	-1%	0%	-2%
Cc1cccc(C(=O)NCc2nnc(SCc3ccc(F)cc3)n2C)c1	3%	-10%	8%	7%	-3%	6%	-6%	-3%	8%	-5%
Cc1ccc(NC(=O)COC(=O)c2ccc3c(=O)n4c(nc3c2)CCC4)c(Br)c1	0%	nt	30%	nt	9%	0%	3%	2%	nt	0%
CCOC(=O)N1CCN(Cc2nc(-c3cccc(C)c3)no2)CC1	1%	0%	-2%	5%	nt	2%	-3%	-1%	?	-2%
CCOc1ccccc1NC(=O)CCNC(=O)Cn1ccc2ccccc2c1=O	1%	-7%	-5%	-4%	5%	-14%	6%	1%	6%	-2%
CC(=O)c1ccc(NC(=O)Cn2nc(C)cc2C)cc1	0%	-7%	0%	-7%	2%	16%	1%	-5%	-22%	0%
CCNC(=O)C(=O)NCC(c1ccc2c(c1)OCO2)N1CCOCC1 (stereo not given)	6%	-9%	4%	?	3%	21%	1%	0%	-3%	0%
COC(=O)CN1C(c2ccccc2O)Nc2ccc(Br)cc2C1c1ccccc1 (stereo not given)	5%	nt	-6%	0%	5%	-26%	-1%	-3%	-36%	-2%
COC(=O)c1c(NC(=O)c2ccco2)sc(C(=O)N(C)C)c1C	0%	2%	-2%	?	-4%	0%	5%	0%	?	-2%
SMILES	FLuc modulator	MBNL1 CUG block	p53 reactivation	VP16 counter	uPA surface inh	BRCA1 expr up	ELG1 genotox	NPC1 promoter act	RORg inh	Rab9 promoter act
Cc1cc(F)ccc1S(=O)(=O)Nc1ccc(C(=O)N2CCCCCC2)cc1	6%	nt	0%	nt	7%	-19%	0%	-1%	nt	-7%
CN(C)S(=O)(=O)c1ccc(/C(O)=C2/C(=O)C(=O)N(Cc3cccnc3)C2c2cccs2)cc1 (stereo not given)	-7%	9%	1%	-3%	12%	-4%	0%	-3%	-1%	3%
CCN(CC)S(=O)(=O)c1ccc(/C=C/C(=O)NC2CCCCC2)cc1	0%	?	-9%	5%	1%	-41%	-13%	0%	?	3%
Cc1cc(Cl)ccc1OCC(=O)N1CCCCC1	17µM*	-2%	?	15%	6%	11µM*	21µM*	?	3%	28%
Cc1cccc2cc(CN(CC3CCCO3)C(=O)c3ccco3)c(=O)[nH]c12 (stereo not given)	6%	2%	-4%	2%	1%	-18%	-3%	-7%	2%	2%
CC1(C)CC(=O)C2=C(C1)OC1=C(C(=O)CC(C)(C)C1)C2c1ccccc1	7%	-5%	-2%	-2%	1%	-15%	1%	-1%	0%	-14%
CCOC(=O)c1ccc(NC(=O)c2nc[nH]c2C(=O)NC)cc1	-16%	4%	-3%	-28%	-10%	0%	2%	0%	10µM*	-5%
O=S(=O)(c1ccc(S(=O)(=O)N2CCN(Cc3ccccc3)CC2)cc1)N1CCOCC1	2%	-11%	15%	-4%	nt	nt	1%	1%	-17%	-5%
CCN(CC(=O)Nc1c(F)cccc1F)C(=O)C1CC1C (stereo not given)	8%	nt	3%	nt	-3%	0%	-2%	-1%	nt	-7%
Cc1ccc2nc(N(CCN(C)C)C(=O)C3=COCCO3)sc2c1	-14%	-6%	?	19%	2%	90%	12%	4%	-9%	6%
COc1ccc(CCN(C)c2ccc(S(=O)(=O)N3CCCC3)cn2)cc1OC	-2%	-10%	-1%	-18%	-5%	1%	0%	-4%	3%	-2%
Cc1cc(Nc2ccc(O)cc2)n2c(nc3ccccc32)c1C#N	-1%	2%	2%	20%	-13%	7%	-1%	-4%	2%	2%
CCOC(=O)N/N=C\c1cccc(OC)c1	?	?	1%	-8%	-2%	85%	?	27%	32%	17%
CCCNC(=O)c1ccc(N2CCC3(CC2)CC(c2ccccc2)=NO3)c(NC(=O)c2ccco2)c1	-2%	-2%	10%	-6%	-17%	0%	-5%	-2%	33%	-4%
O=C(O)CSc1nnc(-c2ccc(Cl)cc2Cl)n1-c1ccccc1	-1%	1%	?	-1%	2%	9%	1%	-5%	-1%	6%
CC(Cc1cccnc1)NC(=O)c1ccccc1OC1CCN(S(C)(=O)=O)CC1 (stereo not given)	2%	-2%	-3%	-12%	-10%	8%	0%	-3%	18%	1%
CC(=O)NC(C)c1ccc(Cl)c(Cl)c1 (stereo not given)	0%	-1%	0%	4%	-8%	1%	1%	3%	25%	-4%
NC(=O)[C@@H]1CCCN1C(=O)c1cc(COc2ccc3c(c2)CCCC3)on1	?	1%	6%	-3%	5%	61%	?	26%	0%	25%
O=[N+]([O-])c1cc(/C=N/N2CCCCC2)ccc1Cl	?	?	?	8%	1%	11µM*	?	16%	45%	?
COC(=O)c1ccccc1NC(=O)CC#N	0%	-2%	4%	5%	9%	-3%	-5%	0%	-7%	0%
CCOc1ncccc1C(=O)Nc1cc(S(=O)(=O)N2CCCCCC2)ccc1OC	-1%	nt	-6%	nt	-7%	-30%	-1%	-6%	nt	-7%
NNC(=O)c1ccc(OCC2CC(c3ccc(Cl)cc3)=NO2)cc1 (stereo not given)	8.5µM*	-1%	5%	-22%	-3%	-87%	?	16%	?	-3%
COc1ccc(Cl)cc1NC(=O)CCN1CCN(c2ccccc2C)CC1	-1%	0%	12%	-9%	8%	1%	1%	2%	0%	-9%
CN(/N=C/c1ccncc1)C1=NS(=O)(=O)c2ccccc21	1%	16%	-1%	3%	3%	-20%	2%	-2%	-9%	-1%
Cc1noc(C)c1NC(=O)Nc1cccc2c1O[C@H](CN(C)C(=O)NC1CCCCC1)[C@@H](C)CN([C@H](C)CO)C2=O	nt	nt	-2%	nt	3%	0%	2%	nt	nt	nt
COc1cc(-c2nnc(SCC(=O)NC3CCCC3)n2C)cc(OC)c1O	1%	-2%	2%	2%	1%	-3%	-5%	2%	-11%	0%
COc1ccc(NC(=O)CSc2nnc(-c3cccnc3)o2)cc1	-1%	?	-1%	2%	nt	5%	4%	-3%	-11%	-6%

Record cards (already shown). Values in the order: FLuc modulator, MBNL1 CUG block, p53 reactivation, VP16 counter, uPA surface inh, BRCA1 expr up, ELG1 genotox, NPC1 promoter act, RORg inh, Rab9 promoter act
`CCN(CC)S(=O)(=O)c1ccc(/C=C/C(=O)NC2CCCCC2)cc1` is listed as 0%, ?, -9%, 5%, 1%, -41%, -13%, 0%, ?, 3%
`Cc1cc(Cl)ccc1OCC(=O)N1CCCCC1` is listed as 17µM*, -2%, ?, 15%, 6%, 11µM*, 21µM*, ?, 3%, 28%
`COc1ccc(NC(=O)CSc2nnc(-c3cccnc3)o2)cc1` is listed as -1%, ?, -1%, 2%, nt, 5%, 4%, -3%, -11%, -6%
`O=[N+]([O-])c1cc(/C=N/N2CCCCC2)ccc1Cl` is listed as ?, ?, ?, 8%, 1%, 11µM*, ?, 16%, 45%, ?

Bioassay records as filed in PubChem.
